GSTO1 inh: inhibitors of recombinant GSTO1, primary screen, counter-screen for RBBP9 inhibitor project, biochemical, fluorescence polarization | Glutathione S-transferase omega-1 (Homo sapiens), P78417 | activity-based probe fluorescence polarization | inhibition, % at 5.96 µM | 1.1% of 300,000 active;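 active = inhibition above the campaign mean inhibition plus 3 SD, cut at about 35% in these data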;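 also: 0% = GSTO1-1 with DMSO and 100% = wells lacking GSTO1-1 enzyme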
PAFAH2 FP inh: PAFAH2 enzyme inhibitors, primary screen, biochemical, fluorescence polarization, human. Platelet-activating factor acetylhydrolase 2, cytoplasmic (Homo sapiens), Q99487. AID 492956, 2010. inhibition, % at 3.39 µM. recombinant PAFAH2, FP-rhodamine activity probe. 0.99% of 340,000 active;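 active = inhibition above the mean over all tested compounds plus 3 SD, cut at about 30% in these data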;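 also: inhibitors block probe labeling of enzyme so polarization drops; 0% = enzyme with DMSO and 100% = wells lacking PAFAH2 protein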
PAD4 inh: human PAD4 inhibitors, primary screen, biochemical, fluorescence polarization, 1536-well format. AID 485272, 2010. 0.41% of 330,000 active. inhibition, % at 6.36 µM. recombinant PAD4, RCA probe fluorescence polarization. Protein-arginine deiminase type-4 (Homo sapiens), Q9UM07;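 active = percent inhibition above a cutoff equal to the mean of all tested compounds plus 3 SD, cut at about 15% in these data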;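 also: 0% = PAD4 with RCA probe and DMSO and 100% = probe without PAD4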
EBNA-1 inhibitor: EBNA-1 DNA-binding inhibitors, primary screen, biochemical, fluorescence polarization; inhibition, % at 14.8 µM; 0.34% of 300,000 active; in the data active = inhibition above about 28%
LYPLA2 counter: LYPLA2 inhibitors, primary screen, counter-screen for PME1 inhibitor project, biochemical, fluorescence polarization, FP-Rh probe ABPP | Acyl-protein thioesterase 2 (Homo sapiens), O95372 | recombinant LYPLA2 | inhibition, % at 5.9 µM | 0.38% of 320,000 active | AID 2177, 2009;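 active = inhibition above the screen-wide mean plus 3 SD, limit set per campaign, cut at about 26% in these data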;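 also: 0% = LYPLA2 with DMSO and 100% = wells lacking LYPLA2 enzyme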
Target sequence (O95372 whole entry, looked up): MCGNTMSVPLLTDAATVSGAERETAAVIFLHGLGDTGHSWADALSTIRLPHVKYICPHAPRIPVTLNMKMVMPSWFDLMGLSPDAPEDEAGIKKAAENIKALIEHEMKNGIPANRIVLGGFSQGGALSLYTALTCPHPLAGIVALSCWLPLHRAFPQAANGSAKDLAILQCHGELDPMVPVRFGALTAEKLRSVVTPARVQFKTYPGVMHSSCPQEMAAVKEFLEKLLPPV
ZTA counter: ZTA (EBV) inhibition in EBNA-1 counter-screen | P03206 | ZTA-DNA binding, fluorescence polarization | inhibition, % at 11 µM | 0.15% of 320,000 active | AID 2234; in the data active = inhibition above about 33%
Target sequence (P03206 whole entry, looked up): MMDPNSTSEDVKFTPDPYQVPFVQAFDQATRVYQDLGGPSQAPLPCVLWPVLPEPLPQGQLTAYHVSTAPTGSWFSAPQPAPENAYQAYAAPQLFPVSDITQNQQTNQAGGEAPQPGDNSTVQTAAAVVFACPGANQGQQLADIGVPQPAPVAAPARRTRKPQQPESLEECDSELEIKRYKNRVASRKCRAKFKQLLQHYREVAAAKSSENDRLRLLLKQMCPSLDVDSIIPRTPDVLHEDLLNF
PAFAH1B3 FP inh: PAFAH1B3 enzyme inhibitors, primary screen, biochemical, fluorescence polarization, human; 0.28% of 340,000 active; recombinant PAFAH1B3, FP-rhodamine probe; inhibition, % at 3.39 µM; Platelet-activating factor acetylhydrolase IB subunit alpha1 (Homo sapiens), Q15102; AID 492972, 2010;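 active = inhibition above the screen-wide average of all tested compounds plus 3 SD, cut at about 25% in these data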;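 also: 0% = enzyme with DMSO only and 100% = wells lacking PAFAH1B3 protein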
Target sequence (Q15102 whole entry, looked up): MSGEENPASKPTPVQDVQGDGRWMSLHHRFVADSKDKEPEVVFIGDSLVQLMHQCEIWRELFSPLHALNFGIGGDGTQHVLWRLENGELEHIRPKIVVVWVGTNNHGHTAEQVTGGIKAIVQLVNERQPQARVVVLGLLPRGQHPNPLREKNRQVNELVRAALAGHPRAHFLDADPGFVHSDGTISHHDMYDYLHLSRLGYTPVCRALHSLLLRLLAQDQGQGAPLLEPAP
LYPLA1 counter: LYPLA1 inhibitors, primary screen, counter-screen for PME1 inhibitor project, biochemical, fluorescence polarization, FP-Rh probe ABPP; Acyl-protein thioesterase 1 (Homo sapiens), O75608; recombinant LYPLA1; inhibition, % at 5.9 µM; 0.16% of 320,000 active; AID 2174, 2009;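 active = inhibition above the mean of all tested compounds plus 3 SD, set per campaign, cut at about 14% in these data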;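 also: inhibitors block serine hydrolase probe labeling of LYPLA1 so polarization falls; 0% = enzyme with DMSO and 100% = wells lacking LYPLA1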
Target sequence (O75608 whole entry, looked up): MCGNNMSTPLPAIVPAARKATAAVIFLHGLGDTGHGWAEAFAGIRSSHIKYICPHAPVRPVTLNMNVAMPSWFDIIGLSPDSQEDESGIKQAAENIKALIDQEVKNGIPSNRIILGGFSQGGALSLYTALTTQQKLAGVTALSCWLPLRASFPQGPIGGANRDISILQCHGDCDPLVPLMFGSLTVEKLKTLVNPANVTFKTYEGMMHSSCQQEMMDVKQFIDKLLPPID
PREPL inhibitor: PREPL enzyme inhibitors, primary screen, biochemical, fluorescence polarization; Prolyl endopeptidase-like (Homo sapiens), Q4J6C6; recombinant PREPL, fluorescence polarization activity-based probe; inhibition, % at 5.96 µM; 0.68% of 320,000 active; AID 2751, 2010; in the data active = inhibition above about 43%;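 also: 0% = enzyme with DMSO and 100% = wells lacking enzyme; many of its hits are not listed in these tables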
* hit, by the source's call; nt = not tested or not shown. An excerpt (hit frequency here may not be typical).

SMILES	GSTO1 inh	PAFAH2 FP inh	PAD4 inh	EBNA-1 inhibitor	LYPLA2 counter	ZTA counter	PAFAH1B3 FP inh	LYPLA1 counter	PREPL inhibitor
O=C(OCc1ccc([N+](=O)[O-])cc1)C1CC(=O)N(c2ccccc2)C1 (stereo unspecified)	12	-5	2	4	7	-7	11	0	11
CCOC(=O)C1(Cc2ccccc2)CCCN(C(=O)C=C(C)C)C1 (stereo unspecified)	5	0	3	-14	-1	-8	6	-1	-1
CC(=O)N1CCN(c2ccc([N+](=O)[O-])c(NCC3CCCO3)c2)CC1 (stereo unspecified)	6	3	0	11	-3	5	6	0	-1
O=C(c1ccc(F)cc1)N1CCCCC(Sc2nnnn2-c2ccccc2)C1=O (stereo unspecified)	10	4	3	3	4	-3	-5	-1	-22
COc1ccc(Cc2nnc(NC(=O)Nc3ccc(F)cc3)s2)cc1	-13	-4	0	13	-9	20	1	-4	0
CC(C)Oc1ccc(C(=O)OCC(=O)NC(=O)NC2CCCC2)cc1	nt	41*	5	nt	-3	8	2	-3	14
Cn1c(=O)c2c(ncn2CC(=O)NCc2cccnc2)n(C)c1=O	1	6	1	1	-1	7	11	0	0
O=C(CN1CCN(c2ccccc2)CC1)Nc1ccccc1Cl	3	4	1	6	-2	-5	4	-1	26
O=C(CN1CCN(c2ncccn2)CC1)N1CCc2ccccc21	-2	-4	-5	9	-2	-10	1	1	0
O=C(COC(=O)/C=C/c1cccc(Br)c1)NC1CCCC1	nt	66*	-4	nt	nt	nt	13	nt	11
Cn1c(=O)[nH]c(=O)c2c1[nH]c(=S)n2Cc1ccc(Cl)cc1	0	2	2	-9	-3	-13	6	-1	5
CC(C)C(=O)Nc1c2c(nn1-c1ccc(F)cc1)CSC2	5	2	-2	7	-4	6	-2	-3	0
S=C(Nc1ccccc1Cl)N1CCCCC1	2	0	-3	-10	2	5	-4	-2	4
Cc1cc(C(=O)Nc2cc(C(F)(F)F)ccc2N2CCOCC2)no1	1	-9	-5	11	-2	0	-3	-2	-4
Cc1csc(NC(=O)c2cc3ccccc3o2)n1	nt	-2	1	nt	-2	-17	4	-4	1
O=C(NCc1ccccn1)Nc1ccc(F)cc1	2	10	-2	4	-1	6	5	-3	-5
COc1ccc(/C=C2\Oc3cc(OCC(=O)N4CCC(C(=O)O)CC4)ccc3C2=O)c(OC)c1OC	2	0	-1	-9	-3	-2	1	-4	-6
OCCC1CN(Cc2cnc(-c3ccccc3)s2)CCN1Cc1ccccc1 (stereo unspecified)	1	-7	2	2	0	5	5	0	11
Cc1ccc(CNC(=O)c2nn(C)c(C)c2[N+](=O)[O-])cc1	0	3	3	-3	3	-12	6	-2	10
COc1ccc(NC(=O)Cc2c(F)cccc2Cl)cc1	-2	-6	-3	-8	9	-21	-3	3	13
NC(=NCc1ccccc1)c1cccc([N+](=O)[O-])c1	11	12	-1	-1	1	-11	5	3	0
O=C(N=c1ccn(-c2nc3ccccc3nc2NS(=O)(=O)c2ccc(Cl)cc2)cc1)c1ccccc1Cl	-1	nt	-3	3	-1	-4	nt	2	4
COC(=O)COc1coc(CN2CCN(c3cccc(Cl)c3)CC2)cc1=O	-14	4	2	5	5	11	8	0	8
CCOC(=O)c1csc(NNC=O)n1	0	7	4	2	1	5	4	1	-1
COc1ccccc1NC(=O)N1CCN(Cc2ccc3c(c2)OCO3)CC1	-2	1	-2	12	-4	-7	-3	-4	-5
Cc1cccc(NC(=O)CS(=O)(=O)c2c[nH]c3ccccc23)c1C	15	-6	-7	-3	8	-8	4	-2	-12
CC1CN(CCCCOc2ccc(C(C)C)cc2)CC(C)O1 (stereo unspecified)	11	-1	2	0	10	-9	3	1	13
CCn1c(=O)c(CCC(=O)N2CCOCC2)c(C)c2c(C)nn(-c3ccccc3)c21	-1	4	0	3	3	15	6	-2	-7
COc1ccccc1CNC(=O)CN(C)S(=O)(=O)c1ccc2c(c1)n(C)c(=O)c(=O)n2C	2	-1	0	-1	-7	6	10	1	-1
C=C(C)C(=O)OCC(=O)NCc1ccccc1	2	5	-2	3	8	4	0	3	12

Full records as entered above. Order of values: GSTO1 inh, PAFAH2 FP inh, PAD4 inh, EBNA-1 inhibitor, LYPLA2 counter, ZTA counter, PAFAH1B3 FP inh, LYPLA1 counter, PREPL inhibitor
COC(=O)COc1coc(CN2CCN(c3cccc(Cl)c3)CC2)cc1=O is listed as -14, 4, 2, 5, 5, 11, 8, 0, 8
COc1ccccc1CNC(=O)CN(C)S(=O)(=O)c1ccc2c(c1)n(C)c(=O)c(=O)n2C is listed as 2, -1, 0, -1, -7, 6, 10, 1, -1

Following part:
SMILES	GSTO1 inh	PAFAH2 FP inh	PAD4 inh	EBNA-1 inhibitor	LYPLA2 counter	ZTA counter	PAFAH1B3 FP inh	LYPLA1 counter	PREPL inhibitor
COc1ccc(CNC(=O)C(C)OC(=O)c2cccc(N(C)C)c2)cc1 (stereo unspecified)	nt	1	3	nt	nt	nt	0	nt	14
CC1(C)CC(=O)c2cn3nc(C(F)(F)F)nc3nc2C1	5	2	3	16	1	18	-2	1	3
S=C(NCCCN1CCOCC1)N1CCN(c2nc(-c3ccc(Cl)cc3)cs2)CC1	-2	4	-1	1	1	-18	2	1	44*
Cc1ccc(CSC2=CS(=O)(=O)c3ccccc3N2)cc1	-1	8	-4	18	10	9	10	-1	-5
Cc1ccc(-c2csc(NC(=O)c3ccc4c(=O)n5c(nc4c3)CCCCC5)n2)cc1	-4	-38	-3	-8	-2	-14	-14	-3	7
CC1=C(C(=O)OCc2ccc3c(c2)OCO3)C(c2ccccc2)NC(=O)N1 (stereo unspecified)	-14	2	2	5	-3	11	7	-1	-12
CCOC(=O)CN1C(=O)C(O)(CC(=O)c2ccc3c(c2)CCCC3)c2ccccc21 (stereo unspecified)	6	-7	-1	-9	3	-4	9	-3	5
CCCCCOC(=O)CSc1nnc(-c2ccccc2)c(=O)[nH]1	2	17	-4	-3	4	2	12	0	1
CCOc1ccc(NC(=O)c2c3c(nc4ccccc24)CCC3)cc1	5	5	-10	-8	-7	2	9	-4	0
CCCN1C(=O)C(Cc2nc3ccccc3c(=O)n2-c2ccccc2)c2cc(C)ccc21 (stereo unspecified)	1	7	1	8	2	-4	3	-4	-2
COC(=O)Cn1c(CN2CCOCC2)nc2c1c(=O)[nH]c(=O)n2C	-4	-3	-2	-8	-4	-19	-2	0	4
NS(=O)(=O)c1ccc(NC(=O)C2Cc3ccccc3C(=O)O2)cc1 (stereo unspecified)	1	-2	2	7	4	-1	7	1	-10
O=C(c1oc2ccccc2c1N1CCCCC1)N1CCCCC1	3	-1	-2	4	0	5	-5	-1	9
O=c1[nH]c2ccccc2nc1NCCN1CCOCC1	0	3	-6	15	7	11	6	3	2
O=C(CCC(=O)Nc1nnc(C2CCCCC2)s1)Nc1ccccc1	-3	2	0	2	2	-11	8	1	-2
O=C(CSc1nnnn1C1CCCCC1)N1c2ccccc2Sc2ccccc21	7	1	0	3	2	-6	0	1	-3
COCCSc1ccccc1C(=O)N1CCC(Cc2ccccc2)CC1	-6	-2	-6	-9	3	-6	8	3	17
N#CC1CCN(C(=O)c2ccc3c(Cl)c4c(nc3c2)CCCC4)CC1	4	10	3	12	11	8	5	5	5
CC(=O)N[C@@H](Cc1c[nH]c2ccccc12)C(=O)OCc1cc(C(F)(F)F)cc(C(F)(F)F)c1	4	11	-4	2	3	-12	13	1	13
Cn1ncc2c(Nc3ccccc3Cl)nc(Nc3ccccc3Cl)nc21	-7	0	-1	-2	-10	2	2	-9	-2
O=C(N/N=C\C1CC=CCC1)c1ccc(Br)o1 (stereo unspecified)	4	1	1	6	11	-4	1	2	0
CCCCCNC(=O)N[C@H](C(=O)O)C(C)C	3	-1	1	6	4	-8	5	-1	6
COc1ccc(C(C)C)cc1S(=O)(=O)Nc1ccccn1	5	1	2	8	2	-1	4	0	1
CCOc1ccc(OCC)c(-c2c(=O)n(OCc3ccc(C(C)(C)C)cc3)c3ccccc3[n+]2[O-])c1	33	-5	1	11	4	-2	4	-1	10
Cc1cccc(C)c1NC(=O)CN(C)C(=O)c1ccccc1SCC(=O)N1CCCC1	20	-7	5	-13	1	-15	8	-1	-6
Cn1c(=O)c2c(nc(CN3CCN(c4ccc(F)cc4)CC3)n2Cc2ccccc2F)n(C)c1=O	1	-6	4	0	-3	-9	4	-1	3
CCS(=O)(=O)Nc1cc(OC)c(OC)cc1Cc1nccc2cc(OC)c(OC)cc12	15	-2	2	2	4	5	2	2	4
C=CCNc1cnn(-c2ccc(C)cc2)c(=O)c1Sc1ccc(C)cc1	13	1	-7	2	5	-7	1	4	13
Cc1ccc(NC(=O)CSc2nc3ccccc3nc2N2CCCC2)cc1	-4	-6	-1	3	-9	-9	-4	-2	4
C/C(=N/NC(=O)CN1CCN(S(=O)(=O)c2ccc(C)cc2)CC1)c1cccc(O)c1	-1	-5	-1	-4	-5	-6	6	3	4
O=C(NCc1ccccc1F)C1CCCN1S(=O)(=O)c1ccc(Cl)cc1 (stereo unspecified)	11	-1	0	10	0	-8	17	0	1
Cc1cc(C)c(C)c(S(=O)(=O)NCCCn2ccnc2)c1C	2	2	-2	-10	2	-9	6	-1	0
O=C(c1ccco1)N1CCN(C(c2ccccc2Cl)c2nnnn2Cc2cccs2)CC1 (stereo unspecified)	3	1	0	0	-1	-20	0	-1	17
COc1ccc(NC(=O)CSc2nnc(NC(=O)C3CCC3)s2)cc1	4	7	-6	-7	-3	3	6	0	6
O=C(NCc1n[nH]c(=S)n1-c1ccc(Br)cc1)c1ccc(S(=O)(=O)N2CCCCC2)cc1	-1	3	-3	-6	-1	9	-9	-4	-5
O=C(Cn1c(NCCO)nc2ccccc21)NCC(F)(F)F	2	7	7	0	6	1	0	3	1
COC(=O)c1ccc(NC(=O)CSc2ccc(-c3ccccn3)nn2)cc1	12	0	2	-9	-2	9	2	-1	40
C=CCOc1ccc(C2C(C#N)=C(N)N(Nc3ccccc3)C3=C2C(=O)CCC3)cc1OC (stereo unspecified)	-6	7	-1	-2	1	-5	-4	3	11
CN(C(=O)c1ccc2c(c1)SC1=NS(=O)(=O)CCN12)C(c1ccccc1)c1ccccc1	-2	4	-3	-5	2	11	-2	-3	29
CCCNC(=O)C(Cc1ccccc1)NS(=O)(=O)c1ccc2c(c1)CCC(=O)N2 (stereo unspecified)	6	-8	-2	-2	0	0	8	0	-1
Cc1nn(-c2ccccc2)c(N)c1N=Nc1cccc(S(=O)(=O)N2CCOCC2)c1	2	5	-4	-6	15	14	4	5	0
CC(=NCCN1CCNCC1)C1=C(O)CC(C)(C)CC1=O	2	-2	0	-6	7	-13	1	4	3
COc1cccc(N2CCN(C3CC(=O)N(c4ccc(Cl)cc4)C3=O)CC2)c1 (stereo unspecified)	3	3	-8	7	15	-5	5	5	15
O=C(OCC(=O)N1CCN(C(=O)c2ccco2)CC1)c1cc(-c2ccc(Cl)c(Cl)c2Cl)nc2ccccc12	6	-12	-5	3	-4	7	-4	-13	23
CCOC(=O)c1ccc(N2C(=O)C3CC=CCC3C2=O)cc1 (stereo unspecified)	-1	-2	-3	1	6	9	1	-1	3
CCC1(C)Cc2ccccc2-c2nc(NN)[nH]c(=O)c21 (stereo unspecified)	3	2	-1	0	3	-3	-10	0	-8
Cc1cccc(N2CCN(S(=O)(=O)c3ccc4c(c3)NC(=O)C(C)S4)CC2)c1C (stereo unspecified)	6	1	0	3	-5	-12	1	-6	-16

Screens from PubChem BioAssay.
